TDP2 absorb: human TDP2 enzyme inhibitors, primary screen, biochemical, epi absorbance, recombinant enzyme. Tyrosyl-DNA phosphodiesterase 2 (Homo sapiens), O95551. T5PNP hydrolysis, p-nitrophenol absorbance 415 nm. inhibition, % at 12.8 µM. 370,000 compounds, 0.34% hits;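 active = inhibition above the mean of all tested compounds plus 3 SD, set per campaign, cut at about 25% in these data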;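 note: 0% = DMSO with enzyme and 100% = buffer with substrate but no TDP2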
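Material: recombinant human TDP2; quantity: TDP2 enzyme at 120 nM final; medium: Tris-HCl pH 7.5 with MgCl2; compound: single concentration, 12.8 µM nominal, with 1% DMSO; incubation: 2 h enzyme incubation at 37 °C; signal: epi absorbance; measure: percent inhibition; benchmarks: high control without enzyme, low control DMSO plus TDP2; repeats: singlicate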
GC-B act: human GC-B receptor activators, primary screen, HEK293 GC-B cells, cGMP TR-FRET, EC30 CNP. Atrial natriuretic peptide receptor 2 (Homo sapiens), P20594. 0% at EC30 CNP, 100% saturating CNP. activation, % at 10 µM. 370,000 compounds, 0.11% hits. AID 1920062, 2024;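 active = activation at 10 µM reaching about 35% in either raw or pattern-adjusted values, limit read from the data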
rCAG binder: binders of r(CAG) RNA repeats, primary screen, biochemical, fluorescence; r(CAG) RNA repeat, TO-PRO-1 dye displacement fluorescence; inhibition, % at 3 µM; 370,000 compounds, 1.3% hits;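 active = inhibition above the plate cutoff, the mean of all test compounds on that plate plus 3 SD, cut at about 35% in these data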;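 note: 0% = DMSO alone and 100% = 100 µM mitoxantrone as full dye displacement; higher means more dye released from RNA so lower well fluorescence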
MBD2 DNA inh: inhibitors of MBD2 binding to methylated DNA, primary screen, biochemical, TR-FRET, DNA-binding domain, human; Methyl-CpG-binding domain protein 2 (Homo sapiens), Q9UBB5; MBD2 binding to methylated oligonucleotide; inhibition, % at 4.4 µM; 370,000 compounds, 0.31% hits; AID 686964, 2013; in the data active = inhibition above about 13%
LEDGF integ inh: blockers of LEDGF/p75-dependent integrase strand transfer – biochemical, TR-FRET, high throughput, primary screen; 370,000 compounds, 0.64% hits; TR-FRET IN-LEDGF/p75 DNA integration, Eu/Cy5; AID 743269, 2014; inhibition, % at 3.7 µM; HIV-1 integrase (with human LEDGF/p75);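 active = inhibition above the screen-wide mean plus 3 SD, cut at about 13% in these data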;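 note: signal is the Cy5 over europium emission ratio at 671 and 618 nm; 0% = plate median of compound wells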
mABHD4 FP: ABHD4 inhibitors, primary screen, biochemical, fluorescence polarization, mouse | purified mABHD4, FP-Rh probe fluorescence polarization | 370,000 compounds, 0.54% hits | inhibition, % at 8.92 µM | (Lyso)-N-acylphosphatidylethanolamine lipase (Mus musculus), Q8VD66;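 active = inhibition exceeding the mean over every tested compound plus 3 SD, cut at about 30% in these data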;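 note: 0% = plate median of compound wells and 100% = S159A mutant with DMSO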
Target sequence (Q8VD66 whole entry, looked up): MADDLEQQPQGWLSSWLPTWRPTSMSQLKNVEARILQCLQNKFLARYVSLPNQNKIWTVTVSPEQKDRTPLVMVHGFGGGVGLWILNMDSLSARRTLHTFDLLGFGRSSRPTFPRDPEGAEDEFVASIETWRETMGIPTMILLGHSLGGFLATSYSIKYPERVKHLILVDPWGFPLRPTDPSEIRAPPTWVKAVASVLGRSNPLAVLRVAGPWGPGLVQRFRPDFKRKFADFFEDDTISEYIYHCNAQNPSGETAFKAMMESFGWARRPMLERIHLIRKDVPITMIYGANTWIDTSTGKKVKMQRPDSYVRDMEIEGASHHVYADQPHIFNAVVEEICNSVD
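System: mouse ABHD4 enzyme, wild type / Medium: HEPES pH 7.0, NaCl, Pluronic buffer / Reagent: FP-Rh activity-based fluorescent probe / Control set: S159A mutant high control, sample median low control / Detection: fluorescence polarization with parallel and perpendicular emission, 525/598 nm / Schedule: 45 min + 60 min at 25 °C / Compound dosing: 8.92 µM, single dose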
SIAE primary: human SIAE inhibitors, primary screen, biochemical, fluorescence polarization, FP-Rh probe, 1536-well HTS. SIAE FP-Rh probe binding. AID 1053197, 2014. Sialate O-acetylesterase (Homo sapiens), Q9HAT2. inhibition, % at 9.66 µM. 370,000 compounds, 0.69% hits;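 active = inhibition above a cutoff: mean of compounds within the control limits plus 3 SD of those, cut at about 17% in these data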;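 note: 0% = plate median of compound wells and 100% = probe without SIAE protein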
Target sequence (Q9HAT2 whole entry, looked up): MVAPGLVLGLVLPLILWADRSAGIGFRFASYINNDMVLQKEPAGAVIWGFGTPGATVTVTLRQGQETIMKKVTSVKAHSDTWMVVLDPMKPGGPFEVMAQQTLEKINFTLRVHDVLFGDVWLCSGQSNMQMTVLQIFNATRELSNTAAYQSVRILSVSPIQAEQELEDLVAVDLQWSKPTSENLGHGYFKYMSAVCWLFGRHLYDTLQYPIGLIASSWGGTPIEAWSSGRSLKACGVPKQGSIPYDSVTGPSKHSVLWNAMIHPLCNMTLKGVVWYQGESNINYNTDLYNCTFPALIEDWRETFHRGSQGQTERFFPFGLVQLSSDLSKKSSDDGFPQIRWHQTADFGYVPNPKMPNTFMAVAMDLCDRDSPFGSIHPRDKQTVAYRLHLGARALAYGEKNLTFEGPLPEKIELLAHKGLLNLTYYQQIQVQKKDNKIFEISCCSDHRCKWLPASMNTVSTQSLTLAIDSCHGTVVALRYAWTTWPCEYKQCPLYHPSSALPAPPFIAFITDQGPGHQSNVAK
PRMT1 FP inh: PRMT1 methyltransferase inhibitors, primary screen, biochemical, fluorescence polarization | 370,000 compounds, 1.3% hits | AID 652257, 2013 | inhibition, % at 2.79 µM | recombinant PRMT1, activity-based probe fluorescence polarization;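 active = inhibition above about 21% made by adding two undisclosed values, limit read from the data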
HTRA1 inhibitor: HTRA1 serine protease inhibitors, primary screen, biochemical, fluorescence polarization, HTS; inhibition, % at 5.96 µM; recombinant HTRA1, FP-rhodamine activity-based probe; Q92743; AID 504803, 2011; 340,000 compounds, 0.5% hits; in the data active = inhibition above about 36%;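 note: 0% = enzyme with DMSO and 100% = wells lacking enzyme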
TCR CD3 inh: inhibitors of human TCR-CD3 interaction, primary screen, biochemical, fluorescence, TAMRA-labeled TCR probe; T-cell receptor (TCR); inhibition, % at 9.4 µM; 360,000 compounds, 0.37% hits; in the data active = inhibition above about 19%;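 note: recombinant mutant TCR 2C K166C tagged with TAMRA read by polarization; 0% = receptor in buffer alone and 100% = receptor with positive control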
An asterisk follows results filed as active; x = no result given.

SMILES	TDP2 absorb	GC-B act	rCAG binder	MBD2 DNA inh	LEDGF integ inh	mABHD4 FP	SIAE primary	PRMT1 FP inh	HTRA1 inhibitor	TCR CD3 inh
O=C(Cc1ccccc1)Nc1nonc1NC(=O)c1ccccc1	5.8	-11.8	3.3	-0.6	1.7	-5.9	8.7	0.6	-10.7	-1.5
O=C(NCc1n[nH]c(=S)n1-c1ccc(F)cc1)c1ccc(S(=O)(=O)N2CCCC2)cc1	-7.2	0.1	2.5	0.1	-1.3	3.2	0.8	-1.8	11.6	-2.6
Cc1ccccc1N1CCN(Cc2ccc([N+](=O)[O-])o2)CC1	5.7	0.1	-5.0	-1.5	-1.0	5.5	2.0	0.0	4.4	0.5
CCOc1ccccc1NC(=O)COC(=O)COc1c(Cl)cc(Cl)c2ccc(C)nc12	-0.1	-1.1	-2.6	-0.1	-3.9	1.9	3.9	-2.5	6.3	-4.7
CCOC(=O)C1=CCN(S(=O)(=O)c2ccccc2Cl)C1c1ccc(Cl)c(Cl)c1 (stereo unspecified)	-12.3	-9.2	3.0	-8.6	5.5	-18.0	-5.4	-3.9	x	1.2
C/C(N)=C(/C#N)C(=O)COC(=O)c1cc(-c2ccc(C)cc2)nc2ccccc12	3.5	-1.3	3.3	1.0	-1.6	-2.5	0.0	-0.1	-7.6	2.0
COc1ccccc1C(C)NCC(=O)NCc1ccc(C)cc1 (stereo unspecified)	6.6	4.0	-6.9	-4.0	2.1	2.0	1.4	-3.5	-8.0	5.4
COc1ccc(S(=O)(=O)NCCCN2CCCC2=O)cc1OC	-5.0	3.7	0.8	-9.1	4.8	-5.9	-8.9	13.0	4.9	3.9
O=C(NCCc1ccccc1)c1nccc2ccccc12	0.0	8.7	-5.2	2.2	0.4	2.9	-1.5	-0.9	2.2	4.8
CCN(CC)S(=O)(=O)c1cc(NC(=O)COC(=O)c2ccc(NC(=O)CC#N)cc2)ccc1C	7.4	-2.0	23.3	-0.8	-2.4	-3.9	-47.9	2.0	-24.8	9.7

Copied from the entries so far, 9 compounds:
SMILES	TDP2 absorb	GC-B act	rCAG binder	MBD2 DNA inh	LEDGF integ inh	mABHD4 FP	SIAE primary	PRMT1 FP inh	HTRA1 inhibitor	TCR CD3 inh
O=C(Cc1ccccc1)Nc1nonc1NC(=O)c1ccccc1	5.8	-11.8	3.3	-0.6	1.7	-5.9	8.7	0.6	-10.7	-1.5
O=C(NCc1n[nH]c(=S)n1-c1ccc(F)cc1)c1ccc(S(=O)(=O)N2CCCC2)cc1	-7.2	0.1	2.5	0.1	-1.3	3.2	0.8	-1.8	11.6	-2.6
Cc1ccccc1N1CCN(Cc2ccc([N+](=O)[O-])o2)CC1	5.7	0.1	-5.0	-1.5	-1.0	5.5	2.0	0.0	4.4	0.5
CCOc1ccccc1NC(=O)COC(=O)COc1c(Cl)cc(Cl)c2ccc(C)nc12	-0.1	-1.1	-2.6	-0.1	-3.9	1.9	3.9	-2.5	6.3	-4.7
CCOC(=O)C1=CCN(S(=O)(=O)c2ccccc2Cl)C1c1ccc(Cl)c(Cl)c1 (stereo unspecified)	-12.3	-9.2	3.0	-8.6	5.5	-18.0	-5.4	-3.9	x	1.2
C/C(N)=C(/C#N)C(=O)COC(=O)c1cc(-c2ccc(C)cc2)nc2ccccc12	3.5	-1.3	3.3	1.0	-1.6	-2.5	0.0	-0.1	-7.6	2.0
COc1ccccc1C(C)NCC(=O)NCc1ccc(C)cc1 (stereo unspecified)	6.6	4.0	-6.9	-4.0	2.1	2.0	1.4	-3.5	-8.0	5.4
COc1ccc(S(=O)(=O)NCCCN2CCCC2=O)cc1OC	-5.0	3.7	0.8	-9.1	4.8	-5.9	-8.9	13.0	4.9	3.9
O=C(NCCc1ccccc1)c1nccc2ccccc12	0.0	8.7	-5.2	2.2	0.4	2.9	-1.5	-0.9	2.2	4.8

(list continues)
SMILES	TDP2 absorb	GC-B act	rCAG binder	MBD2 DNA inh	LEDGF integ inh	mABHD4 FP	SIAE primary	PRMT1 FP inh	HTRA1 inhibitor	TCR CD3 inh
Cc1noc(C)c1C(=O)Nc1ccccc1N1CCOCC1	8.1	1.8	-0.7	3.0	3.8	-8.7	1.8	3.6	2.5	-7.1
CCOC(=O)c1c(C)[nH]c(C)c1S(=O)(=O)N(C)CC(=O)Nc1ccccc1C	-8.0	-9.4	-3.7	1.0	3.6	2.5	2.5	-1.8	4.4	4.6
Clc1ccccc1-c1ccc2ncnc(NCc3ccc4c(c3)OCO4)c2c1	7.0	17.2	7.5	1.5	0.8	-29.5	-28.4	-1.2	-48.8	3.4
O=C(C(=O)N1CCN(S(=O)(=O)c2ccc(C(F)(F)F)cc2)CC1)c1cccc(C(F)(F)F)c1	-5.0	-0.1	0.4	-8.7	-1.4	4.1	-2.7	0.4	x	7.0
COC(=O)c1c(NC(=O)CSc2nccn2C)sc(C)c1C	-5.1	-6.8	-0.3	-5.9	3.8	-4.7	1.9	-2.1	4.7	3.7
CCOC(=O)C1=CC[C@@H](c2ccccc2)N(S(=O)(=O)c2ccc(C)cc2)[C@H]1c1ccccc1C	1.8	1.7	4.6	5.4	5.1	-10.5	-0.6	2.4	x	-4.7
CCOC(=O)c1ccccc1OCc1cc(/C=N/n2cncn2)ccc1OC	-10.9	-4.7	-3.5	11.3	-3.1	-19.2	-10.3	4.6	-10.3	0.7
COc1ccccc1/C=C/C(=O)NC(=S)Nc1ccccn1	11.0	-3.0	4.7	4.7	2.1	-3.2	-20.5	-0.9	-20.9	0.6
CSC1=C(C#N)C(=O)NC(c2ccc(Cl)cc2)S1 (stereo unspecified)	5.0	-0.1	0.4	0.5	-4.8	5.6	-2.8	5.7	-6.5	-9.0
CCN1CCN(CCCNC(=O)C2c3ccccc3C(=O)N(c3ccc(OC)cc3)C2c2ccc(OC)cc2)CC1 (stereo unspecified)	-10.8	-5.1	-2.1	7.9	-0.1	-0.7	13.6	1.6	0.1	-2.5
CSCCC(NS(=O)(=O)c1ccc(C)cc1)C(=O)NNC(=O)c1csc(N2CCOCC2)n1 (stereo unspecified)	-13.1	1.2	-2.5	3.3	3.4	7.3	-3.2	1.8	-0.6	-6.3
CCCOc1ccc(C(=O)Nc2ccc(CN3CCOCC3)cc2)cc1	0.7	-2.7	-0.5	-0.4	-8.9	2.3	-4.2	-0.3	-3.7	1.8
C/C(=N\NC(=O)c1ccc(N/N=C(\C)c2ccc(O)cc2)cc1)c1ccc(O)cc1	1.5	0.6	15.4	-5.7	0.6	8.5	9.2	-0.2	22.7	1.8
COc1ccc(Cn2ccc3ccc(-c4ccc5ccn(Cc6ccc(OC)cc6)c5c4)cc32)cc1	-2.6	0.4	15.1	0.3	-1.8	4.6	-4.9	8.7	x	x
O=C(CN1CCOCC1)n1c2c(c3ccccc31)CCCC2	-5.0	1.6	-3.6	7.8	0.9	-9.4	-3.2	8.1	0.6	-6.1
NC(=O)C1(N2CCCCC2)CCN(C(=S)Nc2cc(F)cc(F)c2)CC1	5.4	2.3	-2.1	-1.3	-1.6	1.9	-1.8	-0.7	4.3	-1.2
O=C(Nc1ccccc1)OCCc1ccccn1	-2.5	4.0	0.1	-1.0	3.5	-6.1	-1.6	-3.9	-5.4	0.4
NC(=O)CC(NC(=O)c1cccc(Br)c1)c1ccc(NC2CCC2)c([N+](=O)[O-])c1 (stereo unspecified)	-6.0	-0.1	13.5	3.4	-2.2	-5.5	0.1	3.3	-5.9	-2.1
Cc1ccc[n+](CC(=O)Nc2ccc([N+](=O)[O-])cc2Cl)c1	-4.5	4.9	-0.2	2.1	5.3	3.1	3.9	1.0	-5.9	-4.2
CCOC(=O)c1ccc(NC(=O)CSc2nnc(-c3cccc(C)c3)n2C)cc1	5.4	-10.4	1.0	3.5	-3.2	4.5	-0.9	0.1	x	x
O=C(Nc1ccccc1Cl)C1C2CCC3C(CCC21)C3(Cl)Cl (stereo unspecified)	5.9	4.4	-1.2	-3.6	-2.5	8.0	-0.2	-1.3	-0.7	2.4
Cc1ccc2cc(CCNC(=O)C(=O)c3c[nH]c4ccccc34)c(=O)[nH]c2c1	-9.8	-16.4	1.6	3.7	3.8	-2.0	1.0	0.9	-5.3	7.8
OCC[C@H]1C[C@@H](O)[C@H](O)[C@@]2(CCc3ccccc3CO2)O1	5.0	-2.9	7.0	0.4	2.7	-0.4	5.6	-0.9	9.1	5.3
Cc1ccccc1NC(=O)/C(C#N)=C/c1ccsc1	4.1	-1.3	-3.4	-0.6	-0.1	5.3	3.8	-0.8	-2.6	11.7
Cc1ccc(NS(=O)(=O)c2ccc3c(c2)OCCCO3)cc1S(=O)(=O)N1CCOCC1	0.9	-3.1	8.5	3.9	-0.5	5.4	-0.5	2.0	6.3	-8.5
Nc1nonc1OCCN1CCN(c2ccc([N+](=O)[O-])c3cccnc23)CC1	-13.3	-4.7	-1.4	-4.8	-4.0	2.0	-5.1	2.0	x	-0.3
CC(=O)c1cccc(N(CC(=O)O)S(C)(=O)=O)c1	4.6	4.8	-2.5	2.6	3.6	-0.7	-4.2	1.4	-0.3	0.6
CCN(CC(=O)Nc1ccc(NC(C)=O)cc1)C(=O)c1ccc(C(=O)c2ccccc2)cc1	-4.0	3.9	0.9	-0.1	3.6	5.9	-3.4	-0.8	-0.1	2.3
CCO[C@H]1OC(C(=O)N2CCN(C)CC2)=C[C@@H](c2ccc(C(F)(F)F)cc2)[C@@H]1CCCO	-15.5	-0.1	-0.6	3.9	-0.9	-16.3	-2.6	3.6	2.1	-4.6
CCc1ccc(-n2c(=S)sc3c(=O)n(-c4ccccc4C)c(SCC(=O)O)nc32)cc1	4.9	1.0	41.2*	-1.1	-0.4	-5.0	-0.9	2.0	-1.9	10.3
FC(F)(F)c1nc2ccccc2nc1N/N=C\c1ccccc1	7.0	-0.6	1.2	-7.4	0.2	7.2	8.1	25.1*	5.2	-5.7

These rows are one share of the data. The share of hits here may be higher or lower than overall.
